Screening results deposited in PubChem BioAssay by National Center for Advancing Translational Sciences (NCATS).
D1 potentiator: potentiators of human D1 dopamine receptor | P21728 | HEK293 TREx D1 cells, calcium flux, dopamine EC20 potentiation | potentiation, % at 10 µM | 0.036% of 360,000 active; in the data active means potentiation above about 30%; further: 0% is about no effect
Target sequence (P21728 whole entry, looked up): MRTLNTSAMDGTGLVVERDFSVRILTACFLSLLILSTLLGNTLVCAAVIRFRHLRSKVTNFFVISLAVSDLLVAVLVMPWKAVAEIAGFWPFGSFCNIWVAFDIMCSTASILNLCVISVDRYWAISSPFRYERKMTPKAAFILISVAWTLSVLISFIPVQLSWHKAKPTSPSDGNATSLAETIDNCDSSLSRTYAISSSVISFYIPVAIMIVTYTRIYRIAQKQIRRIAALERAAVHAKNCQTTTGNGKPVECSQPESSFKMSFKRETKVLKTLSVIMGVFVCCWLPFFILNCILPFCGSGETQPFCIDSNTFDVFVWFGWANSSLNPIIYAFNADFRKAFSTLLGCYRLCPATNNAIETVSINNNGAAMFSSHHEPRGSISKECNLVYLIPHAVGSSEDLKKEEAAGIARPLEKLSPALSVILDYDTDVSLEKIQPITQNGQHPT
Vif-A3G inh: blocks the Vif interaction with human APOBEC3G. Potency, µM (highest dose often 46.1 µM), for the others: at the top dose activity, negative = active, actives largely listed as inhibitors. HeLa A3G-eYFP + Vif (tagged APOBEC3G with the HIV-1 protein that degrades it), YFP fluorescence, overnight. 0.076% of 410,000 active;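 further: potency means the concentration at half of the fitted maximal effect; on the % scale 0 is the no-effect control and ±100 the full control effect; nearly all actives have a fitted effect of over 60% in size; hits raise eYFP signal because A3G escapes Vif-driven loss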
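Read-out is eYFP fluorescence (Ex 488/Em 500-530) from Vif-expressing HeLa A3G-eYFP cells; more signal means A3G escaped Vif-mediated degradation. Cells plated overnight, compound pinned in, incubated overnight at 37 deg C.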
GRP78 ERSR act: inducers of ER stress response in human glioma cells; AID 602332; Potency, µM, for the others: top-dose activation, actives largely listed as activators; U87-MG GRP78 promoter luciferase reporter, 16 h; 0.02% of 420,000 active; further: potency means the concentration at half of the fitted maximal effect; series mostly up to about 76 µM; % of control where 0% means no effect; nearly all actives have a fitted effect of over 35% in size
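ERSR induction read as luciferase luminescence (Bright-Glo, 10 min at room temperature) in stably transfected human U87-MG glioma cells exposed to compounds for 16 h, using GRP78 as sensor.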
RXFP1 antag: antagonists of human relaxin receptor RXFP1. AID 1259400. 0.59% of 350,000 active. HEK293-RXFP1, relaxin-stimulated cAMP HTRF, 30 min; stronger effect = lower value. activity change, negative = inhibition, % at 57.5 µM. Q9HBX9;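 active means activity change of -60% or lower, but not beyond a set lower limit; inconclusive means change between -60% and -40%, or beyond the set limit; inactive means change above -40%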; further: on the % scale 0 is the no-effect control and ±100 the full control effect
D1 antagonist: blocks dopamine activation of the human D1 receptor | P21728 | HEK293 TREx D1 cells, calcium flux, dopamine EC80; stronger effect = lower value | activity change, negative = inhibition, % at 10 µM | 3.2% of 360,000 active | AID 504652; in the data active means activity change below about -30%; further: on the % scale 0 is the no-effect control and ±100 the full control effect
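Tetracycline-induced HEK293 T-REx cells with force-coupled D1 receptor were loaded with a no-wash calcium dye. Compound was added after a 10 s baseline and read kinetically for 180 s; EC80 dopamine was then added and calcium flux followed another 180 s.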
D1 agonist: agonists of human D1 dopamine receptor | activation, % at 2 µM | HEK293 T-REx D1 cells, calcium flux, agonist mode | P21728 | 1% of 360,000 active; in the data active means activation above about 30%; further: 0% is about no effect
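Agonism was scored from calcium flux recorded over 180 s (1 read/s) after pintool compound addition, following a 10-cycle baseline. Cells were inducible force-coupled HEK293 TREx D1, plated overnight at 30 C and loaded with no-wash calcium dye.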
Vif-A3F inh: inhibitors of Vif-A3F interaction | AID 602313 | Potency, µM (doses to about 46.1 µM), for inactives: at the top dose activity, negative = active | 0.2% of 390,000 active | HeLa A3F-eYFP + Vif (tagged APOBEC3F with the HIV-1 protein that degrades it), YFP fluorescence increase; further: potency means the concentration at half of the fitted maximal effect; % of control where 0% means no effect; nearly all actives have a fitted effect of over 65% in size
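HeLa cells stably expressing Vif plus C-terminally eYFP-tagged A3F were seeded, incubated overnight at 37 deg C, dosed with compound, incubated overnight again at 37 deg C. Yellow fluorescence (Ex 488/Em 500-530) reported blocked Vif-mediated A3F-eYFP degradation.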
D2 PAM: D2 dopamine receptor (human) potentiation | P14416 | HEK293 T-REx D2, calcium flux, EC20 dopamine potentiation | potentiation, % at 10 µM | 0.34% of 340,000 active;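 active means potentiation over 3 SD above the plate norm, cut at about 30% in these data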; further: 0% is about no effect
Target sequence (P14416 whole entry, looked up): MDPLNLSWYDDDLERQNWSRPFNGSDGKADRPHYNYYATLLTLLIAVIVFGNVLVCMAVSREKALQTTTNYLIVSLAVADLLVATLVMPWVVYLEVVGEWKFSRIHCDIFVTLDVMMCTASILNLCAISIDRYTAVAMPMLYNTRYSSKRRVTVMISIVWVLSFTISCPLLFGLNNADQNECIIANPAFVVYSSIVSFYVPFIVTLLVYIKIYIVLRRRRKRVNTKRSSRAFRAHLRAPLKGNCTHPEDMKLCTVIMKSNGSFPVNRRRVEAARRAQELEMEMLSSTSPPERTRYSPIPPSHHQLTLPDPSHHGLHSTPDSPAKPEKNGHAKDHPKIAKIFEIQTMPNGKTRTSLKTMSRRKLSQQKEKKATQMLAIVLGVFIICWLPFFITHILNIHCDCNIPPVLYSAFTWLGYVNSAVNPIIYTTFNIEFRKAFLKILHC
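Using a no-wash calcium dye in inducible, force-coupled HEK293 Trex cells expressing D2, we tracked fluorescence each second for 180 s after compound, then for 180 s after EC20 dopamine to detect augmented signalling.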
RXFP1 ag: RXFP1 (human) receptor agonism; HEK293T-RXFP1 cAMP TR-FRET, 30 min; response scale: percent of porcine relaxin response, buffer zero; AID 2676; 0.3% of 370,000 active; Potency, µM (series often up to 57.5 µM), without a hit: at the highest dose activation, actives largely listed as activators; Q9HBX9; further: potency means the concentration at half of the fitted maximal effect; on the % scale 0 is the no-effect control and ±100 the full control effect; nearly all actives have a fitted effect of over 60% in size; many of its hits are not listed in these tables
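cAMP rise read by TR-FRET after 30 min, 37C compound exposure (up to 58 uM) in RXFP1-transfected HEK293 cells with Ro 20174 present. EC50 from Hill-equation fits, with 29 nM porcine relaxin as 100% and buffer as basal.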
* hit, by the source's call; ? = inconclusive; nt = not tested or not shown; & = joins results of further samples. Unless noted, the call rests on the fitted dose curve; in most records, active means well fitted curve in the direction sought with a large enough effect; inconclusive means small, poorly fitted or top-dose-only effect, or another doubt; inactive means no such curve, though single readings can be large; an effect the other way counts as inactive or inconclusive. An excerpt (hit frequency here may not be typical).

SMILES	D1 potentiator	Vif-A3G inh	GRP78 ERSR act	RXFP1 antag	D1 antagonist	D1 agonist	Vif-A3F inh	D2 PAM	RXFP1 ag
O=C(c1ccccn1)N1CCN(c2ccc(C(F)(F)F)cn2)CC1	-1.9	0.5%	-1.5%	-17.2	-22.7	4.7	-6.8%	-13.5	2.1%
CCCCN(C(=O)NC(=O)Nc1nc2ccc(OC)cc2s1)S(C)(=O)=O	-4.0	-4.4%	10.8%	4.9	12.5	1.5	-6.8%	nt	2.8%
CCCN(CC(=O)Nc1ccc(F)c(F)c1F)C(=O)c1ccc2c(c1)NC(=O)CS2	nt	-2.9%	-2.9%	-34.5	nt	nt	7.2%	nt	nt
CCn1c(CNC(=O)c2ccco2)nnc1SCC(=O)c1ccc(OC)cc1	2.5	0.1%	3.2%	6.7	1.9	6.1	-3.5%	7.8	0.5%
COc1ccc(NC(=O)CSc2nnc3ccc(-c4ccncc4)nn23)cc1	-2.7	0.7%	-1.9%	-8.8	-5.7	0.3	5.8%	nt	6.6%
COc1ccc(CN2COc3ccc4c(-c5ccc(OC)cc5)cc(=O)oc4c3C2)cc1	-0.1	2.1%	-1.8%	-5.9	18.2	3.6	2.4%	6.7	5.4%
COc1ccc(NC(=O)Cn2c(=O)c(C)nc3ccccc32)cc1Cl	-9.6	-1.6%	-4.8%	10.5	-3.3	4.1	-13.2%	-3.1	10.2%
NNC(=O)c1sccc1OCc1ccc(Cl)cc1	-1.4	1.0%	-5.1%	-3.5	-0.3	13.5	-1.9%	8.7	0.0%
CC(C)Cn1c(N)c(C(=O)COC(=O)[C@@H]2CCCN2C(=O)c2cccs2)c(=O)n(C)c1=O	-1.1	2.2%	-2.0%	11.7	-11.1	1.3	-1.1%	-0.1	0.6%
CCn1cnc2c1c(=O)n(Cc1cccc([N+](=O)[O-])c1)c(=O)n2Cc1ccccc1	-3.1	-0.7%	-0.3%	13.4	-2.6	-2.9	3.5%	-13.7	1.1%
O=C(Nc1ccc(Br)cc1F)c1sccc1-n1cccc1	3.5	-2.4%	-0.6%	-23.7	-16.5	16.4	-1.7%	8.7	-1.2%
Cc1cc(C)c(C(=O)CSc2nc(C)cc(=O)[nH]2)c(C)c1	7.0	-2.6%	-2.6%	-27.5	13.0	3.2	5.9%	-7.2	0.2%
CCOC(=O)N1CCN(c2c(N3CCOCC3)c(=O)c2=O)CC1	nt	-5.5%	-1.5%	nt	-7.4	12.0	2.0%	25.7	2.1%
c1ccc(Cc2nnc(SCc3nc(-c4cccs4)no3)n2-c2ccccc2)cc1	1.1	3.7%	-0.3%	nt	4.3	8.2	4.8%	-8.6	-0.7%
C=C(C)Cn1c(SCC(=O)N/N=C/c2cccc(O)c2)nc2ccccc2c1=O	-10.8	?	-1.6%	5.5	-34.8*	1.0	-9.3%	7.4	0.4%
COc1cccc(NC(=O)CN(C)C(=O)c2ccccc2CCc2ccccc2)c1	-3.5	-2.2%	-5.4%	-2.0	3.9	3.2	-21.4%	-0.9	2.1%
COc1ccc(Cl)cc1NC(=O)CSc1nnc(CN2CCOCC2)n1-c1ccc(Cl)cc1	-12.9	-2.2%	-5.2%	19.4	-19.9	12.6	-1.3%	-24.0	0.2%
CCN1CCN(c2cc(C)c3cc(NC(=S)N4CCC5(CC4)OCCO5)ccc3n2)CC1	-4.9	0.0%	-7.0%	2.1	11.6	1.2	0.1%	2.0	0.9%
Oc1c(C(c2cccc(Br)c2)N2CCCC2)sc2nc(-c3ccco3)nn12 (configuration not stated)	-2.6	-3.1%	-3.4%	4.6	nt	0.0	0.1%	-5.3	0.5%
Cc1ccccc1N(C)S(=O)(=O)c1nnc(NC(=O)c2ccccc2F)s1	-6.1&1.9	-5.3%&3.6%	-5.7%&-0.3%	-25.0&-24.2	-4.0&9.7	1.3&1.8	3.2%&1.2%	-24.7&8.1	6.7%&0.3%
O=C(CSc1ccccc1)N1CCN(S(=O)(=O)c2cccs2)CC1	6.0	-1.0%	?	0.5	12.6	2.9	-7.1%	15.4	-0.3%
CCOc1ccc(S(=O)(=O)N2CCN(C(=O)c3cccn3C)CC2)cc1	-2.1	6.6%	-4.7%	-4.2	-2.7	2.4	-3.9%	31.4*	-0.8%
CCC1(c2ccc(C)cc2)NC(=O)N(C(C)C(=O)Nc2ccc(N3CCOCC3)cc2)C1=O (configuration not stated)	-9.1	1.2%	1.0%	-15.2	11.6	0.5	-2.0%	-2.3	-0.4%
CC1(C(=O)Nc2cccc3ccccc23)CC1(Br)Br (configuration not stated)	-11.5	-6.3%	-0.8%	-4.6	-31.4*	0.5	0.7%	-9.3	-2.4%
O=C(Nc1c(Cl)cccc1Cl)c1cc(-c2cccc(O)c2)on1	-0.5	3.7%	0.2%	-8.2	-50.2*	47.4*	-0.8%	10.2	0.2%

The listing continues.
SMILES	D1 potentiator	Vif-A3G inh	GRP78 ERSR act	RXFP1 antag	D1 antagonist	D1 agonist	Vif-A3F inh	D2 PAM	RXFP1 ag
CCOc1ccc(-c2nnc(SCC(=O)Nc3cccc(Cl)c3C)o2)cc1	0.1	nt	nt	4.6	-35.2*	21.7	nt	3.3	5.8%
O=C1CC(C(=O)Nc2ccccc2)C2(CCCC2)O1 (configuration not stated)	-4.5	0.2%	-7.9%	10.0	7.0	-2.0	0.5%	-8.8	1.8%
c1ccc(C2CC(c3ccccc3)n3ncnc3N2)cc1 (configuration not stated)	3.6	-2.5%	-4.7%	2.0	11.6	1.9	1.8%	nt	1.3%
CC(C)CCNC(=O)CSc1nc2ccsc2c(=O)n1NC(=O)c1ccccc1	-3.5	-6.2%	-1.1%	-1.9	-22.0	-0.5	6.5%	10.9	-0.3%
CC1Cc2nc(SCC(=O)NCC3CCCO3)n(-c3ccccc3)c(=O)c2S1 (configuration not stated)	nt	1.8%	-4.5%	-5.9	nt	nt	2.2%	nt	nt
Cc1cc(C)cc(NC(=O)CSc2nnc(COc3ccccc3Cl)o2)c1	-0.1	-2.9%	1.2%	nt	-8.1	1.9	-0.9%	-11.7	1.1%
CC(=O)CSc1nc(-c2ccccc2)c(-c2ccccc2)o1	-2.8	2.3%	-2.1%	-0.1	14.4	3.8	-13.8%	7.4	-0.3%
CC(=O)C1=C(C)OC(N)=C(C#N)C1c1cc2cc(C)c(C)cc2nc1Cl (configuration not stated)	-4.4	-4.0%	1.3%	2.9	-0.9	2.4	-1.1%	-0.4	2.5%
O=C(O)c1ccccc1-c1ccccc1C(=O)Nc1ccccc1Br	-0.1	0.6%	2.8%	11.7	9.8	4.2	0.5%	11.9	4.6%
CS(=O)(=O)c1ccc(-c2csc(-c3cccnc3)n2)cc1	-0.5	-1.4%	-0.3%	13.5	-8.1	2.6	-1.0%	4.4	15.3%
O=C(O)C1C2C=CC(O2)C1C(=O)Nc1ccccn1 (configuration not stated)	nt	1.3%	-0.6%	5.0	nt	nt	-1.6%	nt	nt
CN(/N=C/c1ccncc1)C1=NCCN1	-7.8	2.4%	-0.6%	-7.5	0.0	1.4	6.4%	6.9	0.0%
COc1ccc(CNC(=O)C2CCCN(S(=O)(=O)N3CCC(C)CC3)C2)c(OC)c1 (configuration not stated)	-1.7	-1.2%	-1.9%	-4.3	-16.9	0.2	0.3%	-7.3	1.9%
O=S(=O)(c1ccc(F)cc1)N1CCCC(CO)C1 (configuration not stated)	-8.8	7.8%	-3.6%	nt	20.7	0.3	2.8%	-18.4	4.5%
CC(=O)c1cccc(NC(=S)NC(=O)CC(C)(C)C)c1	-0.6	-0.3%	6.6%	19.3	-8.0	0.9	-3.0%	5.2	0.1%
CCN(c1ccccc1)S(=O)(=O)c1cccc(C(=O)NCC(c2ccco2)N2CCCCC2)c1 (configuration not stated)	nt	1.5%	-4.1%	-15.7	nt	nt	5.1%	nt	nt
O=C(O)CN1C(c2ccccc2)=Nc2ccc(Br)cc2C1c1ccccc1 (configuration not stated)	-1.6	-2.6%	-3.7%	-14.4	-23.5	2.4	-6.4%	9.1	6.0%
CCCCNC(=O)COc1ccccc1C(=O)c1cc(C#N)c(=O)n(CCOC)c1	-1.5	-0.5%	-1.9%	nt	5.4	-1.0	0.7%	16.6	4.8%
Cc1ccc(N(CC(=O)NCc2ccc3c(c2)OCO3)C(=O)CCC(=O)Nc2ccccn2)cc1	nt	0.4%	-2.2%	-10.5	-1.8	5.5	-2.4%	-1.2	2.7%
C[N+]1(C2CCC3CCCC2C3O)CCCCC1 (configuration not stated)	4.0	-2.6%	-3.8%	-8.6	1.7	-0.6	-10.0%	-4.5	1.7%
CC(=O)c1cccc(NC(=O)C2=CN3CCS(=O)(=O)N=C3C=C2)c1	4.2	1.1%	-2.3%	5.1	8.7	1.8	6.7%	1.4	2.3%
Cn1cc(/C=C2\SC(=S)N(NC(=O)c3ccccc3)C2=O)c2ccccc21	-0.5	5.5%	-0.5%	-14.9	-12.0	74.6*	?	nt	0.2%
CCCCC(=O)Nc1ccc(C(=O)N2CCN(C)CC2)cc1	2.1	0.7%	-4.3%	12.6	-5.2	1.3	-5.7%	-3.3	1.2%
CCN=C1S/C(=C/c2ccc(-c3ccc(F)cc3)o2)C(=O)N1CC	2.3	-0.4%	-2.6%	-8.1	7.9	6.0	?	4.3	11.7%
OC1(c2cccc(C(F)(F)F)c2)CCN(Cc2nnnn2CCc2ccccc2)CC1	-3.9	4.7%	-6.9%	-6.0	-3.0	2.2	4.1%	-16.7	0.0%
CC(C)(C)C(=O)Nc1nnc2n1CCS2	-3.5	-3.9%	-3.4%	nt	10.8	0.9	-3.3%	-3.5	0.6%
CCOc1ccc(C(C)=O)cc1CC(C(N)=O)C(N)=O	-1.0	-0.6%	-2.1%	nt	5.8	3.2	-5.6%	15.5	-0.9%
O=C(NNC(=S)NCc1ccccc1)c1ccc2c(c1)OCO2	6.4	-3.9%	2.2%	5.2	-21.2	7.3	-3.5%	5.4	-2.2%
Cc1ccc2oc(=O)c3cnn(CC(=O)N4CCN(c5ccccc5)CC4)c3c2c1	-0.1&-0.1	5.5%&2.1%	-1.9%&-5.1%	-7.4&1.3	-4.5&11.7	0.4&-0.2	-5.3%&2.5%	7.3&14.2	-1.9%&0.0%
